Screening data: PubChem BioAssay, National Center for Advancing Translational Sciences (NCATS)
a7 integrin act: integrin-mediated muscular dystrophy alleviation activation | alpha7betagal myoblasts, beta-gal FDG fluorescence, 48 h | Potency, µM (highest dose often 38.3 µM), inactives show at the top dose activation, actives largely listed as activators | 0.064% of 350,000 active | AID 624291;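 note: potency is the fitted concentration of half-maximal effect; 100% = response of the positive control SU9516; nearly all actives have a fitted effect of over 60% in size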
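alpha7betagal+/- myoblasts (passage 13, 250/well) treated 48 h at 37C with compounds at 1:260 dilution of DMSO stock. Lysed, then beta-galactosidase activity read as FDG fluorescence (ex 480/em 540) after 30 min, with pre-read for autofluorescence.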
ELG1 DNA repair: blocks ELG1-dependent DNA repair in HEK293T cells; HEK293T ELG1-luciferase reporter, luminescence, 16 h; DNA damage induced by 5-fluorouridine; Potency, µM (titrated, usually from 46.1 µM), for inactives: at the top dose activity change, negative = inhibition, hits mostly inhibitors; 2.3% of 330,000 active; AID 504467; note: potency is the fitted concentration of half-maximal effect; % is set by controls: 0 for no effect and ±100 for the full control effect; nearly all actives have a fitted effect of over 55% in size
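5-Fluorouridine DNA damage + compound/DMSO, 2,000 cells/well, 16 h, 37 °C/5% CO2. ONE-Glo, 30 min RT, luminescence. Readout = decrease in reporter signal.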
A-T KAP1 phos: potential ataxia-telangiectasia treatments restoring KAP-1 phosphorylation | […] A-T fibroblasts, KAP-1 phosphorylation AlphaLISA; neocarzinostatin DNA damage 30 min before lysis | Potency, µM (titrated, usually from 57.5 µM), for inactives: top-dose activation, actives largely listed as activators | 0.19% of 320,000 active; note: potency is the fitted concentration of half-maximal effect; % of control where 0% means no effect; nearly all actives have a fitted effect of over 45% in size
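ATM-like activity read as KAP-1 phosphorylation via AlphaLISA donor/acceptor antibody pairs after lysis and 6 hr at 25C. Cells were ATM-null patient fibroblasts ([…], hTERT), dosed 60 min, then exposed to the DSB inducer NCS for 30 min.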
p53 reactivator: mutant p53 re-activation in reporter cells; 0.063% of 320,000 active; Potency, µM (highest dose often 92.2 µM), for the others: at the top dose activity change, positive = activation, actives largely listed as activators; H1299 p53-A138V BP100-luciferase reporter, luminescence, 24 h; note: potency is the fitted concentration of half-maximal effect; % of control where 0% means no effect; nearly all actives have a fitted effect of over 45% in size
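p53-null H1299 cells stably carrying temperature-sensitive p53-A138V and a BP100-luciferase reporter were pinned with compounds (4-point, 1:5 series) and held 24 hrs at 37 deg C. Luminescence was read 10 min after detection reagent.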
B2AR arrestin: agonists driving beta-arrestin recruitment to human beta2-adrenergic receptor. beta-arrestin recruitment to beta2AR, cell-based reporter. 0.02% of 330,000 active. P07550. Potency, µM (titrated, usually from 46.1 µM), for inactives: at the highest dose activation, hits mostly activators. AID 492947;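 note: potency is the fitted concentration of half-maximal effect; 0% = DMSO controls and full agonism = EC100 isoproterenol or metaproterenol; nearly all actives have a fitted effect of over 65% in size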
CXXC DNA block: inhibitors of human MLL CXXC domain-DNA interaction; Q03164; MLL-CXXC / FITC-HOXA9 DNA fluorescence polarization; Potency, µM (titrated, usually from 115 µM), without a hit: at the highest dose activity change, negative = inhibition, actives largely listed as inhibitors; 0.037% of 290,000 active; active = well fitted inhibition curve with a large enough effect in the polarisation, with a control signal flat, not every such curve was filed as active; inconclusive = small, poorly fitted or top-dose-only effect, or effect the other way, or a change in a side signal; inactive = no such curve, though single readings can be large or run the other way; the % refers to the polarisation; note: potency is the fitted concentration of half-maximal effect
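Purified MLL-CXXC (added from a 7 uM solution) was preincubated 5 min at ambient with pinned compounds in 50 mM Tris-HCl pH 7.5, 50 mM NaCl, 1 mM DTT, 0.05% BSA. Fluorescein-labeled HOX-A9 DNA (50 nM solution) followed, 30 min, then polarization read.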
TSG101-PTAP inh: blocks PTAP/TSG101 interaction to inhibit HIV-1 budding. Fluorescence polarization, FITC-PTAP peptide / Tsg101 binding. Potency, µM (doses to about 115 µM), for inactives: at the top dose activity change, negative = inhibition, usual class: inhibitors. AID 493005. 340,000 tested, under 10 active; active = well fitted inhibition curve with a large enough effect in the main read-out, with a control signal flat, not every such curve was filed as active; inconclusive = small, poorly fitted or top-dose-only effect, or effect the other way, or a change in a side signal; inactive = no such curve, though single readings can be large or run the other way; note: potency is the fitted concentration of half-maximal effect; % of control where 0% means no effect
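Steps: Tsg101 binding domain dispensed (10 uM final), compounds pinned in DMSO, FITC-labeled PTAP-motif peptide added (50 nM final); after 20 min binding at room temperature, polarization measured.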
TRPV1 agonist: human TRPV1 agonism | TRPV1-expressing cells, Fluo-8 calcium influx, agonist mode | activation, % at 8.33 µM | 0.19% of 320,000 active | AID 540275; in the data active = activation above about 80%; inconclusive = between about 30% and that limit; note: 0% is about no effect
Target sequence (Q8NER1 whole entry, looked up): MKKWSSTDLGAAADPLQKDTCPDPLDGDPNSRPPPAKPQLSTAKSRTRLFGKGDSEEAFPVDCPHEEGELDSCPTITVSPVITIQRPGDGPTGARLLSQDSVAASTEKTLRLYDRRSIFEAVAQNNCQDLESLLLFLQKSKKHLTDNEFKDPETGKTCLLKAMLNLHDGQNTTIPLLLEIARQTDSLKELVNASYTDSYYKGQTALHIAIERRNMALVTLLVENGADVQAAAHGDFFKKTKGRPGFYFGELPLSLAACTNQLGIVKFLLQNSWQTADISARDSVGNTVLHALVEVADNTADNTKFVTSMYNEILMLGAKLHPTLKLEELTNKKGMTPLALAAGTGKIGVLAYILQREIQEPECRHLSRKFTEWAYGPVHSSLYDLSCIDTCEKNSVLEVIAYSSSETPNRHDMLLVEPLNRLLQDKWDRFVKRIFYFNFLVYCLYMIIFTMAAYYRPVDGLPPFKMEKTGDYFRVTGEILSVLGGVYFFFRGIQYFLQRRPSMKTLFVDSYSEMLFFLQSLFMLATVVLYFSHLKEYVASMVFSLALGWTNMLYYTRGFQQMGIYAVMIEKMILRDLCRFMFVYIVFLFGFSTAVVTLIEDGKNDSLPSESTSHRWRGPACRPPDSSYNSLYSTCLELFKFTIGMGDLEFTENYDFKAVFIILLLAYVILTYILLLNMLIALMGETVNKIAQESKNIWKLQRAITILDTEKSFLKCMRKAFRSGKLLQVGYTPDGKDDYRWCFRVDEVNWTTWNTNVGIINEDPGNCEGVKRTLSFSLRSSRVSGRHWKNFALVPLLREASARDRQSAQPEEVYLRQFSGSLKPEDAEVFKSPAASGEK
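Fluo-8 calcium influx in TRPV1-expressing cells, kinetic read (ex 480/em 520 nm). Compound added and read 3 min for agonist activity, followed by capsaicin at EC20 final and 2 min further read for enhancement.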
BRCA1 expr act: activators of BRCA1 expression; MCF7-BRCA1-FFLuc reporter, luminescence, 48 h; response scale: scaled: vehicle 0%, 10 µM genistein 100%; Potency, µM (highest dose often 46.1 µM), inactives show at the top dose activation, hits mostly activators; 1.1% of 380,000 active; AID 624202; note: potency is the fitted concentration of half-maximal effect; nearly all actives have a fitted effect of over 80% in size; some results filed as inactive show a strong effect at the top dose
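First, MCF7-BRCA1-FFLuc cells (2000/well) attach for 2 h; next, compounds are pin-added and incubated 48 h at 37 °C; finally, luciferase reagent is added and luminescence read after 15 min.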
TCR act: activates T cell receptor signaling | Potency, µM (series often up to 9.22 µM), without a hit: at the highest dose activation of IL-2 secretion, hits mostly activators | 330,000 tested, under 10 active | primary human leukocytes, anti-CD3, IL-2 HTRF, 48 h | AID 504894; note: % of control where 0% means no effect
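TCR engagement came from a-CD3 beads alone, with compounds added to primary human leukocytes for 48 hr. Secreted IL-2 bridged europium cryptate- and d2-labelled anti-IL-2 antibodies, giving FRET emission at 665nm after 320nm excitation.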
* marks the source's active call; other numbers are inactive results; ? = inconclusive; . = no result given; [ ] = another dose, or the depositor's remark. Unless noted, calls come from the whole dose curve; as a rule, active = well fitted curve in the direction sought with a large enough effect; inconclusive = small, poorly fitted or top-dose-only effect, or another doubt; inactive = no such curve, though single readings can be large; an effect the other way counts as inactive or inconclusive.

Preview, nine compounds:
canonical_smiles,a7 integrin act,ELG1 DNA repair,A-T KAP1 phos,p53 reactivator,B2AR arrestin,CXXC DNA block,TSG101-PTAP inh,TRPV1 agonist,BRCA1 expr act,TCR act
CCCCNCc1ccc(OCc2ccc(Cl)nc2)c(OC)c1,-21%,3%,18%,-3%,-0.9%,-5%,-3%,3,-5%,2%
c1ccc2c(c1)oc1c(Nc3ccc4c(c3)OCCO4)ncnc12,2%,?,5%,9%,-0.5%,19%,-2%,83*,-26%,-4%
COCCS(=O)(=O)N(Cc1ccc(Br)cc1)[C@@H](C)C(=O)OC,19%,26%,-10%,-2%,-0.3%,.,0%,.,10%,1%[46.1 µM]
Cc1cc(Cl)ccc1N=C1N=C(N)c2ccccc21,19%,-29%,13%,16%,-0.5%,12%,-1%,-3,-49%,-4%[46.1 µM]
Cc1cccc(N2CCN(C(=O)CCC(=O)N3CC(C)Oc4ccccc43)CC2)c1C (stereo unspecified),4%,?,-1%,.,0.1%,.,-10%,0,-44%,-76%
O=C(CNC(=O)c1ccccc1)Oc1cccc(Cl)c1,0%,.,.,.,.,.,0%,.,-3%,0%
CC(C)Sc1nc2ccccc2n1CC(N)=O,17%,8%,1%,-4%,-0.1%,2%,-15%,-2,11%,10%
O=c1o[nH]c(-c2ccccc2)c1C=Nc1ccc(Cl)cc1,7%,-5%,4%,-3%,0.1%,-8%,-5%,1,-29%,1%
O=C(CN1C(=O)C2CC=CCC2C1=O)Nc1ccc(S(=O)(=O)N2CCOCC2)cc1 (stereo unspecified),-7%,9%,4%,-2%,0.0%,-11%,-1%,2,1%,1%

This part in full (from the top)
canonical_smiles,a7 integrin act,ELG1 DNA repair,A-T KAP1 phos,p53 reactivator,B2AR arrestin,CXXC DNA block,TSG101-PTAP inh,TRPV1 agonist,BRCA1 expr act,TCR act
CCCCNCc1ccc(OCc2ccc(Cl)nc2)c(OC)c1,-21%,3%,18%,-3%,-0.9%,-5%,-3%,3,-5%,2%
c1ccc2c(c1)oc1c(Nc3ccc4c(c3)OCCO4)ncnc12,2%,?,5%,9%,-0.5%,19%,-2%,83*,-26%,-4%
COCCS(=O)(=O)N(Cc1ccc(Br)cc1)[C@@H](C)C(=O)OC,19%,26%,-10%,-2%,-0.3%,.,0%,.,10%,1%[46.1 µM]
Cc1cc(Cl)ccc1N=C1N=C(N)c2ccccc21,19%,-29%,13%,16%,-0.5%,12%,-1%,-3,-49%,-4%[46.1 µM]
Cc1cccc(N2CCN(C(=O)CCC(=O)N3CC(C)Oc4ccccc43)CC2)c1C (stereo unspecified),4%,?,-1%,.,0.1%,.,-10%,0,-44%,-76%
O=C(CNC(=O)c1ccccc1)Oc1cccc(Cl)c1,0%,.,.,.,.,.,0%,.,-3%,0%
CC(C)Sc1nc2ccccc2n1CC(N)=O,17%,8%,1%,-4%,-0.1%,2%,-15%,-2,11%,10%
O=c1o[nH]c(-c2ccccc2)c1C=Nc1ccc(Cl)cc1,7%,-5%,4%,-3%,0.1%,-8%,-5%,1,-29%,1%
O=C(CN1C(=O)C2CC=CCC2C1=O)Nc1ccc(S(=O)(=O)N2CCOCC2)cc1 (stereo unspecified),-7%,9%,4%,-2%,0.0%,-11%,-1%,2,1%,1%
O=C(CSc1ncn[nH]1)NCc1ccccc1Cl,15%,?,2%,9%,-0.1%,2%,1%,7,22%,-2%
O=C1C(Cl)=C(NCc2ccco2)C(=O)c2ccccc21,-49%[inhibitor],.,.,.,.,.,0%,.,-116%[inhibitor],2%
CC(C)(C)NC(=O)C(c1cccs1)N(Cc1cccs1)C(=O)c1csnn1 (stereo unspecified),25%,-5%,-2%,-1%,-1.6%,0%,2%,8,-6%,-1%
CCOc1ccc(C(C(=O)NC2CCCCC2)N(C(=O)c2csnn2)C2CC2)cc1 (stereo unspecified),25%,0%,-10%,-2%,-0.3%,1%,0%,15,-1%,-2%
COc1ccc([C@@H](C)NC(=O)CCc2nnc(-c3cc(C)on3)o2)cc1,-1%,-3%,1%,2%,-0.5%,3%,-1%,1,-1%,-9%
Brc1ccc(-c2csc(/N=C/N3CCOCC3)n2)cc1,-13%,?,-2%,7%,0.0%,13%,3%,3,70%,4%
Cc1ccc(-c2cccc(NC(=O)C3C4C=CC(C4)C3C(=O)O)c2)o1 (stereo unspecified),-15%,?,-2%,3%,-1.1%,10%,?,0,9%,5%
Cc1ccc(C(=O)N2CCN(C)CC2)cc1S(=O)(=O)N1CCCCC1,27%,-1%,5%,-2%,0.2%,-7%,-2%,0,-18%,-2%
Fc1ccccc1N=C1Nc2cccc3cccc1c23,0%,0%,-33%,6%,-0.2%,1%,2%,13,-29%,-1%
C[C@]12CC[C@H](OC(=O)CCC(=O)O)CC1=CCC1C2CC[C@@]2(C)C1CC[C@@H]2N (stereo partly specified),2%,?,2%,2%,-1.1%,.,-2%,.,0%,1%
O=C(c1ccc(Cl)cc1)N1N=CCC1(O)c1ccc(Cl)cc1 (stereo unspecified),-21%,-1%,-2%,13%,-0.8%,-8%,-5%,-4,-15%,0%
COC(=O)c1ccc(COc2cccc(C)c2C)cc1,7%,?,5%,?,-1.1%,-19%,0%,7,10µM*,-4%
CC(O)[C@@]1(O)CC[C@H]2[C@@H]3CC[C@H]4C[C@@H](O)CC[C@]4(C)C3=CC[C@@]21C (stereo partly specified),15%,5%,-12%,8%,0.2%,.,-9%,10,6%,11%
Cc1cc(NS(=O)(=O)c2ccc(NC(=S)NC(=O)c3cccnc3)cc2)no1,2%,7%,0%,2%,-0.2%,-2%,-3%,-2,-23%,-1%
Cc1cccc(OC(C)C(=O)N2CCCc3ccccc32)c1 (stereo unspecified),-8%,0%,2%,-1%,0.4%,8%,-1%,5,2%,-1%[46.1 µM]
COc1ccccc1NS(=O)(=O)c1ccc2ccccc2c1,25%,-12%,2%,-2%,0.2%,-1%,-5%,-1,0%,1%
O=C(c1ccc(F)cc1)N1CCC(O)(c2cccnc2)CC1,20%,-2%,1%,3%,-0.9%,1%,-8%,1,-1%,-4%
COc1ccc(Cn2nnnc2C(c2cc3ccc(OC)cc3[nH]c2=O)N2CCC(C)CC2)cc1 (stereo unspecified),-19%,-17%,5%,2%,-0.1%,10%,-16%,0,-18%,0%
CC1CN(CCOc2ccc(Cl)c(Cl)c2)CC(C)O1 (stereo unspecified),-22%,-5%,-6%,.,0.3%,-5%,-1%,-6,14%,7%
O=C(CC1CC2CCC1C2)N1CCN(S(=O)(=O)c2ccccc2C(F)(F)F)CC1 (stereo unspecified),21%,11µM*,2%,-4%,0.4%,.,-1%,12,-21%,3%
CCOc1ccc(S(=O)(=O)Nc2c(C)n(C)n(-c3ccccc3)c2=O)cc1,-14%,-15%,4%,1%,-0.2%,13%,-2%,0,3%,0%
Cc1cccc(N2CCCn3c2nc2c3c(=O)n(CC(=O)OCc3ccccc3)c(=O)n2C)c1,.,?,2%,1%,-0.2%,-6%,.,-1,.,.
O=C(COC(=O)Cc1ccccc1F)NC(=O)NC1CCCC1,-2%,20%,10%,-1%,0.3%,.,-3%,.,-2%,-5%
COc1cc(/C=C/C(=O)OCc2cn3cc(Cl)ccc3n2)ccc1O,3%,?,36%,-4%,-0.3%,-29%,-4%,6,-47%,4%
CCCC(=O)Nc1ccc(Sc2ccc([N+](=O)[O-])cc2)cc1,-33%,-23%,3%,-12%,-0.2%,-21%,-3%,19,-31%,2%
CC1CCN(C(=O)CCNS(=O)(=O)c2ccc3c(c2)oc(=O)n3C)CC1,-12%,12%,-12%,0%,0.3%,0%,-2%,8,19%,2%
CC12CCC(C/C1=N/NC(=O)Nc1ccccc1)C2(C)C (stereo unspecified),-4%,18%,0%,4%,0.1%,6%,-8%,13,73%,-5%
COc1cccc(-c2c(C(=O)N/N=C(\C)COc3ccccc3)nnn2-c2nonc2N)c1,-7%,0%,0%,10%,0.0%,13%,-5%,-1,-4%,3%
COc1ccc(CC(=O)NC(C)c2nnc(SCCOc3ccc(OC)cc3)n2C)cc1 (stereo unspecified),5%,-25%,-2%,0%,0.2%,20%,-8%,0,-18%,-5%
